Yfh1-depleted yeast – mitochondrial function rescue without frataxin homolog – Friedreich's ataxia, plus single-dose screen, dose response (AID 1465); S. cerevisiae Yfh1-off respiration, WST-1 reduction, 72 h; higher fold induction means a stronger effect; 220,000 tested, 0.074% active; fold induction at 50 µM, or EC50 in µM where a hit was titrated;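 active = fold induction of absorbance versus untreated yeast above a set limit, then at least 30% activation at any dose in follow-up; inconclusive = repeats straddling the limit, or above it without dose testing; inactive = fold induction below the set limit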;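 note: activators that raise dye reduction in frataxin-depleted yeast; strong numbers were not always called active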
HIV fusion peptide – cell-free HIV fusion peptide-binding blockers – biochemical, uHTS, fluorescence dequenching, primary screen (AID 1986) | cell-free peptide binding, fluorescence dequenching, 30 min; higher % means a stronger effect | one-dose inhibition, % at 20 µM; IC50 in µM for titrated hits | 290,000 tested, 0.3% active; in the data active = inhibition mostly above about 52%, no sharp cut-off; inactive = mostly below about 76%; note: some results filed as inactive read as strong as hits
Dengue-2 NS5 capping – flavivirus cap methylation enzyme inhibition – biochemical, confirmation dose response, primary screen (AID 588689) | Dengue-2 NS5 methyltransferase capping enzyme assay, biochemical; higher % means a stronger effect | inhibition, % at 25 µM, or IC50 in µM where a hit was titrated | 340,000 tested, 0.3% active; in the data active = a potency from the dose series; inconclusive = inhibition above about 29% without an active follow-up result
KOR beta-arrestin-1 – kappa opioid receptor activators – cell-based, luminescence, uHTS, primary screen (AID 1777); KOR beta-arrestin recruitment, luminescence; higher % means a stronger effect; activation, % at 10 µM, or EC50 in µM where a hit was titrated; 280,000 tested, 0.02% active; in the data active = activation above about 50%, passing the limit was not always enough; note: a part of the inactive calls stands beside numbers as strong as those of hits
West Nile antiviral – West Nile virus antiviral activity, cell-based, CPE readout (AID 1621) | West Nile virus-infected cells, CPE inhibition; higher % means a stronger effect | one-dose CPE inhibition, % at 10 µM; IC50 in µM for titrated hits | 290,000 tested, 0.02% active; in the data active = a potency from the dose series; inconclusive = CPE inhibition mostly from about 3.7% at the one dose, without a potency; inactive = the rest, 99 in 100 with CPE inhibition below about 2.2%; note: strong numbers were not always called active
NOD2 inhibition – inhibition of NOD2-driven NF-kB reporter – cell-based, luminescence, uHTS, HEK293 (AID 1566). HEK293 NOD2/NF-kB luciferase reporter, luminescence; higher % means a stronger effect. inhibition, % at 4 µM, or EC50 in µM where a hit was titrated. 290,000 tested, 0.63% active; note: many of its hits are not listed in these tables
AID2073 – disruptors of CaV2.2 binding to Mint1 – biochemical, HTRF (AID 2073); HTRF protein-protein interaction, Mint1-CaV2.2; higher % means a stronger effect; 290,000 tested, 0.19% active; inhibition, % at 20 µM, or IC50 in µM where a hit was titrated; in the data active = inhibition mostly above about 51%, no sharp cut-off; inconclusive = no clear call, values can overlap the other calls; inactive = mostly below about 53%; note: some results filed as inactive read as strong as hits
KOR beta-arrestin-2 – KOR antagonists, beta-arrestin recruitment, cell-based, luminescence, uHTS (AID 1778); inhibition, % at 10 µM, or IC50 in µM where a hit was titrated; KOR beta-arrestin recruitment, luminescence, antagonist mode; higher % means a stronger effect; 290,000 tested, 0.091% active; note: strong numbers were not always called active
NOD1 inhibition – NOD1 signaling inhibitors, primary screen, cell-based, luminescence, uHTS (AID 1578). NOD1-driven NF-kB luciferase reporter cells, luminescence; higher % means a stronger effect. one-dose inhibition, % at 4 µM; EC50 in µM for titrated hits. 290,000 tested, 1% active; in the data active = inhibition mostly above about 36%, no sharp cut-off; inactive = mostly below about 34%;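 note: HEK-293T reporter cells stimulated with the NOD1 agonist gamma-tri-DAP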
Dengue-2 NS5 capping pilot replicate – also measured in Dengue-2 NS5 capping; calls as there; inhibition, %; measured here: pilot screen replicate inhibition
Active calls of the source: *; i = inactive; ? = inconclusive; . = not tested or not shown; [ ] = another dose, or the depositor's remark. Cut-off read from the data, not from the text of the source, unless noted: active = inhibition above about 50%; inactive = the rest. The list is partial; the hit share may differ from the screen's.

SMILES	Yfh1-depleted yeast	HIV fusion peptide	Dengue-2 NS5 capping	KOR beta-arrestin-1	West Nile antiviral	NOD2 inhibition	AID2073	KOR beta-arrestin-2	NOD1 inhibition	others
COc1cccc(-c2nnc(SCC(=O)N3CCCC3=O)n2-c2ccccc2)c1	i	2.9%	-3%	-6.5%	0.3%	-2%	-3%	-34%	-36%
FC(F)(F)c1ccnc(NCc2ccco2)n1	i	-1.0%	-2%	.	0.3%	10%	5%	-3%	-6%
COc1cccc(NC(=O)CSc2nc(N)cc(N)n2)c1	i	-0.3%	0%	-3.1%	1.1%	5%	-2%	26%	.
CC(CNC(=O)C1CCCCC1C(=O)O)c1ccccc1 (configuration not stated)	i	1.2%	-6%	6.1%	1.3%	-10%	-1%	-30%	-13%
CC(=O)c1ccccc1C(=O)N1CCCC(N2CCN(Cc3ccc4c(c3)OCO4)CC2)C1 (configuration not stated)	.	-0.7%	2%	0.6%	-0.3%	0%	-3%	27%	-28%
CC1CCN(Cc2nnnn2CCCC(=O)N(C)C2CCOC2)CC1 (configuration not stated)	.	0.3%	-5%	-0.6%	-0.1%	4%	5%	-22%	-8%
CC(c1ccco1)N(C(=O)C12CC3(C)CC(C)(CC(C)(C3)C1)C2)c1ccccn1 (configuration not stated)	i	0.3%	2%	2.2%	0.7%	-2%	10%	8%	-2%
NCC/C=C1/c2ccccc2CSc2ccccc21	i	-2.5%	2%	-7.4%	0.1%	8%	10%	-4%	-30%
C=CCN(c1ccccc1Cl)S(=O)(=O)c1cccc(C(=O)OCC(=O)N(C)C2CCS(=O)(=O)C2)c1 (configuration not stated)	i	-0.4%	-1%	-1.3%	0.1%	7%	-5%	-18%	-13%
Cc1cccc(C(=O)NCc2ccc(S(N)(=O)=O)cc2)c1[N+](=O)[O-]	i	-0.2%	4%	3.1%	0.0%	7%	2%	8%	24%
COc1ccccc1C(=O)NCCC(=O)NCCc1ccccc1	.	-0.6%	-3%	-3.3%	0.3%	5%	6%	22%	-22%
O=C(CCCOc1ccc(Cl)cc1Cl)Nc1ccccc1C(=O)O	i	12%	-2%	-0.6%	1.4%	-153%	-6%	-1%	-1%
CC(C)NC(=O)CS(=O)(=O)c1ccccc1	.	0.1%	-4%	-0.9%	-0.1%	-8%	8%	-13%[20 µM]	-22%
CC1(C(=O)O)Sc2[nH]c(=O)sc2C2c3ccccc3OC(=O)C21 (configuration not stated)	i	-2.0%	1%	-6.6%	-0.1%	2%	7%	27%	-4%
Cn1c(N2CCCC2)nc2c1c(=O)[nH]c(=O)n2C	.	-1.9%	-3%	-3.4%	0.5%	5%	9%	-12%	14%
Cc1nn(Cc2ccc(F)cc2)c2sc(C(=O)Nc3nccs3)cc12	i	-1.2%	5%	7.9%	-0.5%	-32%	24%	-34%	-22%
Oc1c(Br)cc(Br)c(/C=N/n2c(-c3ccccc3)n[nH]c2=S)c1Br	.	12µM*	18µM*	4.6%	0.5%	46%	1%	-23%	63%*
CCn1nc(NC(=O)c2cccnc2)c2cc3ccccc3nc21	i	0.7%	1%	-3.9%	0.1%	15%	3%	0%	-2%
CSc1ncccc1C(=O)NNc1cc(Cl)ccc1Cl	.	-1.5%	-5%	-3.2%	-0.8%	-15%	-11%	18%	-14%
COc1c(C)cccc1C(=O)NC(=S)Nc1cccc2nsnc12	i	-1.9%	7%	-4.2%	-0.7%	-20%	-58%	-43%[20 µM]	-59%
CCOC(=O)c1c(/N=C/N(C)C)sc(C=O)c1-c1ccccc1	i	0.4%	-9%	2.1%	-0.6%	15%	10%	-24%	-24%
O=C(O)C1C2C=CC(C2)C1C(=O)N1CCN(CCO)CC1 (configuration not stated)	.	5.7%	3%	-1.7%	.	5%	11%	24%	31%
O=C(Nc1c(C(=O)NCc2ccco2)cnn1-c1ccccc1)c1cccc(F)c1	i	-0.8%	2%	-7.8%	-0.1%	12%	29%	36%	26%	Dengue-2 NS5 capping pilot replicate=-6.4
Cc1nnc(SCCn2c(N3CC(C)CC(C)C3)nc3c2c(=O)[nH]c(=O)n3C)s1 (configuration not stated)	i	-2.6%	-5%	-0.8%	-0.4%	-15%	-2%	-4%	-33%
Cc1cccc(OCCSc2nnc(-c3ccoc3C)n2C)c1	i	-1.3%	-1%	8.1%	-0.5%	11%	3%	21%	-5%	Dengue-2 NS5 capping pilot replicate=-10
COc1ccc(OC)c(C2SCCN2S(=O)(=O)c2cccc(C(F)(F)F)c2)c1 (configuration not stated)	i	-0.9%	-4%	6.7%	-0.6%	21%	-2%	-3%	7%
N#C/C(=C\c1ccc(Cl)cc1)c1nc2ccccc2o1	i	24%	5%	-1.1%	-0.6%	2%	20%	14%	-16%
CCOC(=O)c1ccccc1NC1c2ccccc2C(=O)N1C1CCN(C(=O)OCC)CC1 (configuration not stated)	i	-2.6%	3%	-3.6%	-0.1%	1%	5%	-20%	37%
Cc1ccc(N/C=C(/C#N)c2ccsc2)cc1	i	-1.9%	-3%	8.5%	-0.3%	-22%	-7%	12%	-23%
CC(=O)Nc1ccc(NC(=O)CSc2ccccn2)cc1	i	1.5%	-7%	11%	0.2%	6%	-6%	-8%	50%
Cc1cc(NC(=O)c2ccc(S(=O)(=O)N(C)CC3CCCO3)cc2)no1 (configuration not stated)	i	-0.6%	-4%	-3.4%	0.9%	1%	6%	-3%	-16%
Cc1ccc(C2CC(c3ccc(Br)cc3)=NN2C(=O)CSC2=NN3CCCC(=O)N=C3S2)cc1 (configuration not stated)	.	-1.3%	-10%	-5.4%	0.2%	-4%	6%	1%	-33%
CCC(OC(=O)c1cccs1)C(=O)NCc1ccco1 (configuration not stated)	i	-0.7%	1%	-3.3%	0.1%	18%	?	-3%	-2%
COc1ccc(N2CCN(C(=O)c3ccc(CS(=O)(=O)c4ccc(OC)cc4)o3)CC2)cc1	i	9.3%	-3%	0.4%	-1.1%	0%	-7%	-7%	-21%
COc1ccc(-n2c(C)c(C)c3c(N)ncnc32)cc1	.	-0.5%	-3%	3.5%	0.5%	18%	0%	-36%	45%
O=C(Nc1ccccc1N1CCCC1)c1ccco1	i	0.8%	-3%	6.9%	0.1%	4%	-8%	-25%	9%

Among those listed so far, these have an aryl methoxy group.
SMILES	Yfh1-depleted yeast	HIV fusion peptide	Dengue-2 NS5 capping	KOR beta-arrestin-1	West Nile antiviral	NOD2 inhibition	AID2073	KOR beta-arrestin-2	NOD1 inhibition	others
COc1cccc(-c2nnc(SCC(=O)N3CCCC3=O)n2-c2ccccc2)c1	i	2.9%	-3%	-6.5%	0.3%	-2%	-3%	-34%	-36%
COc1cccc(NC(=O)CSc2nc(N)cc(N)n2)c1	i	-0.3%	0%	-3.1%	1.1%	5%	-2%	26%	.
COc1ccccc1C(=O)NCCC(=O)NCCc1ccccc1	.	-0.6%	-3%	-3.3%	0.3%	5%	6%	22%	-22%
COc1c(C)cccc1C(=O)NC(=S)Nc1cccc2nsnc12	i	-1.9%	7%	-4.2%	-0.7%	-20%	-58%	-43%[20 µM]	-59%
COc1ccc(OC)c(C2SCCN2S(=O)(=O)c2cccc(C(F)(F)F)c2)c1 (configuration not stated)	i	-0.9%	-4%	6.7%	-0.6%	21%	-2%	-3%	7%
COc1ccc(N2CCN(C(=O)c3ccc(CS(=O)(=O)c4ccc(OC)cc4)o3)CC2)cc1	i	9.3%	-3%	0.4%	-1.1%	0%	-7%	-7%	-21%
COc1ccc(-n2c(C)c(C)c3c(N)ncnc32)cc1	.	-0.5%	-3%	3.5%	0.5%	18%	0%	-36%	45%

The list goes on.
SMILES	Yfh1-depleted yeast	HIV fusion peptide	Dengue-2 NS5 capping	KOR beta-arrestin-1	West Nile antiviral	NOD2 inhibition	AID2073	KOR beta-arrestin-2	NOD1 inhibition	others
CCOc1cc(C2C(C(=O)c3ccc(C)o3)=C(O)C(=O)N2CCc2ccccc2)ccc1O (configuration not stated)	i	20%	-6%	3.8%	0.1%	15%	4%	0%	-13%
CN(CC(=O)N1CCN(Cc2ccccc2)CC1)S(=O)(=O)c1ccc(F)cc1	.	1.2%	-3%	5.5%	-1.3%	-28%	2%	-12%	-28%
CCc1ccccc1NC(=O)CC1SCCNC1=O (configuration not stated)	i	-0.6%	-4%	-3.2%	-0.3%	18%	-4%	-14%	-16%
COc1ccc(Nc2nc(N)nc(CSc3nccc(C)n3)n2)cc1	i	0.7%	3%	-0.2%	0.2%	-4%	-5%	3%	-28%
O=S(=O)(O/N=C1\CCCc2ccccc21)c1ccc(Cl)cc1	i	-0.7%	-5%	5.8%	-0.1%	-9%	3%	-53%	-8%
CC(C)c1ccc(/C=C/C(=O)n2nnc3ccccc32)cc1	.	1.5%	3%	4.1%	.	-10%	2%	6%	-8%
CCN1CCN(C(=O)C2=CC(c3ccc(C)cc3)=NS(=O)(=O)N2C)CC1	.	-0.6%	1%	-4.7%	-0.9%	13%	-8%	-10%[20 µM]	-17%
CCCCN(Cc1ccccc1)C(=O)C1CCCN(S(=O)(=O)c2cnc[nH]2)C1 (configuration not stated)	i	-2.4%	-2%	0.5%	-0.4%	18%	1%	-20%	13%
COc1ccc(CNC(=O)CCCn2nc(C)n3ccnc3c2=O)cc1	.	-0.7%	-1%	-1.4%	0.1%	14%	-3%	-29%[20 µM]	-4%
CCOC(=O)C1CCN(C(=O)CN(c2ccc(Cl)c(C(F)(F)F)c2)S(C)(=O)=O)CC1	i	0.1%	-3%	4.2%	0.1%	15%	3%	42%	-17%
CCOc1ccc(N(CC(=O)Nc2cccc(C)c2)S(C)(=O)=O)cc1	.	0.4%	-10%	5.1%	-0.8%	4%	-2%	2%	-7%
CC1CC(C)CN(C(=S)Nc2ccc(SC(F)F)cc2)C1 (configuration not stated)	i	-2.7%	-1%	-1.0%	-0.5%	-1%	24%	1%	2%
CC(Oc1ccc(Cl)cc1Cl)C(=O)Nc1ccncc1 (configuration not stated)	.	10%	0%	4.0%	0.0%	26%	-9%	-17%	47%
O=S(c1ccsc1)c1ccsc1	i	0.0%	6%	3.3%	1.1%	4%	-1%	-10%	17%
CCOC(=O)C1(CC2CCCCO2)CCN(Cc2ccc(OC)cc2F)CC1 (configuration not stated)	i	1.2%	-3%	0.8%	-1.7%	2%	3%	-5%	-21%
Cc1ccc(NC(=O)C(C)OC(=O)/C=C/c2ccccc2)cc1 (configuration not stated)	.	1.0%	-1%	-1.7%	0.1%	-1%	8%	10%	-26%
COc1ccc(OC)c(NC(=O)CCS(=O)(=O)c2cc3c(cc2C)NC(=O)CO3)c1	.	-0.6%	-1%	-6.8%	1.5%	0%	7%	7%	-12%
O=C(NCCCN1CCOCC1)c1ccccc1NS(=O)(=O)c1ccc(Br)cc1	i	-0.7%	-7%	-0.3%	0.0%	7%	-7%	0%	-22%

Screening data (PubChem BioAssay)
